Pf Dd2 inh = inhibitors of Plasmodium falciparum Dd2 growth | AID 1159554 | 94,000 tested, 2.3% active | activity change, % at 10 µM | P. falciparum Dd2 growth, SYBR Green, 72 h; active compounds read low; in the data active = activity change below about -80%
C diff growth = blocks growth of Clostridium difficile; Clostridium difficile clinical isolate growth, OD600, 24 h; active compounds read low; growth activity, negative = inhibition, % at 16 µg/mL (by protocol); 86,000 tested, 0.25% active; AID 1259249;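 active = mean growth activity at or below -80% and every replicate also at or below -80%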;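 note: 0% = DMSO wells and -100% = levofloxacin 16 µg/mL wells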
KDM4C inh = blocks human GASC-1 (KDM4C) demethylase activity | Q9H3R0 | GST-KDM4C 2-372, H3K9me3 peptide, LANCE TR-FRET | inhibition, % at 12.5 µM | 96,000 tested, 0.15% active | AID 720574;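 active = mean replicate inhibition above about 25%, with at least 55% of replicates also reaching it, limit read from the data, passing the limit was not always enough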
Target sequence (Q9H3R0 2-372 limits assumed): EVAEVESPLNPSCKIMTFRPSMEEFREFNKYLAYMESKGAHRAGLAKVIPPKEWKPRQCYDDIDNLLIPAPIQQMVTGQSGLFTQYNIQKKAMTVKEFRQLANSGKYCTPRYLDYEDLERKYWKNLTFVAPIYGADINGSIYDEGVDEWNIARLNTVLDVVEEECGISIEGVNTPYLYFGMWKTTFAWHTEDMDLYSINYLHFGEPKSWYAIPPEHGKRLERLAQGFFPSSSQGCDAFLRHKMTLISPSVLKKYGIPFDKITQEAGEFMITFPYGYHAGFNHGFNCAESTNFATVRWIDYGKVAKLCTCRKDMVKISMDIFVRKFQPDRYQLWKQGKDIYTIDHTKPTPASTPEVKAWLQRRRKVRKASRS
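Material: GST-tagged GASC-1 (JMJD2C) catalytic fragment, aa 2-372 / Quantity: enzyme final amount 10 nM / Medium: HEPES buffer, pH 7.5, plus ascorbate / Doses: one test concentration per compound / Incubation: 30 min reaction, 60 min detection, RT / Measured by: LANCE TR-FRET / Read-out: inhibition from TR-FRET ratio decrease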
T cruzi growth = T. cruzi proliferation inhibition; T. cruzi beta-gal in NIH3T3, GalScreen luminescence, 90 h; inhibition, % at 8.34 µM; 77,000 tested, 5.9% active; AID 624255;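 active = mean inhibition above about 93%, with at least 55% of replicates each passing it, limit read from the data, passing the limit was not always enough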
* hit, by the source's call; / = not tested or not shown; & = joins results of further samples.

no.	structure	KDM4C inh	T cruzi growth	C diff growth	Pf Dd2 inh
1	CN(C[C@H]1N[C@@H](CO)[C@@H]1c1ccc(C2=CCCC2)cc1)C(=O)c1ccc(F)cc1	-0.3	27	12	-23
2	C[C@@H]1CN([C@H](C)CO)C(=O)c2cc(C#C[C@@H](C)O)cnc2O[C@H]1CN(C)C(=O)c1ccncc1	0.7	11	-3	25
3	Cc1ccc(S(=O)(=O)NCC[C@H]2CC[C@@H](NS(=O)(=O)c3ccccc3Cl)[C@H](CO)O2)cc1	-0.6	2	-8	-6
4	Cc1ccccc1S(=O)(=O)N1CCCCN2[C@@H](CO)[C@H](c3ccc(-c4ccccc4)cc3)[C@@H]2C1	/	69	9	-27
5	CC(C)COC(=O)N(C)C[C@@H]1OCc2ccccc2-c2c(n(C)c3ccccc23)C(=O)N([C@@H](C)CO)C[C@H]1C	-1.0	60	14	-42
6	C[C@H](CO)N1C[C@H](C)[C@@H](CN(C)Cc2ccccc2)OCc2cnnn2CCCC1=O	-1.8	-5	/	-2
7	COc1cccc(S(=O)(=O)N[C@@H]2CC[C@@H](CC(=O)NCc3ccncc3)O[C@H]2CO)c1	0.7	-10	/	6
8	CC(=O)N1CCCCN2[C@H](C1)[C@@H](c1ccc(-c3cccc(C)c3)cc1)[C@@H]2CO	-0.4	14	-6	-29
9	CCC(=O)N1[C@H](CO)[C@@H](c2ccccc2)C12CN(C(=O)c1cnccn1)C2	-2.5	/	2	24
10	Cc1noc(C)c1S(=O)(=O)Nc1cccc2c1O[C@H](CN(C)Cc1ccncc1)[C@H](C)CN([C@@H](C)CO)C2=O	-0.5	15	-3	23
11	CC(C)NC(=O)Nc1ccc2c(c1)C(=O)N([C@@H](C)CO)C[C@@H](C)[C@@H](CN(C)Cc1ccc(Cl)c(Cl)c1)O2	0.1	56	20	3
12	CCCN(C)C[C@H]1OCCCC[C@@H](C)Oc2ccc(NS(=O)(=O)c3ccc(F)cc3)cc2C(=O)N([C@H](C)CO)C[C@@H]1C	1.1	-9	-6	0
13	COCC(=O)NC[C@@H]1N[C@@H](CO)[C@H]1c1ccc(C2=CCCC2)cc1	4.7	-1	7	22
14	Cc1noc(C)c1NC(=O)N(C)C[C@@H]1Oc2c(NC(=O)c3ccncc3)cccc2C(=O)N([C@H](C)CO)C[C@@H]1C	-1.5	-131	/	26
15	CN1CCN(C(=O)C[C@H]2CC[C@@H]3[C@H](COC[C@@H](O)CN3C(=O)Nc3ccc(F)cc3)O2)CC1	-0.6	-8	-3&-8	19
16	C[C@@H]1CN([C@@H](C)CO)C(=O)c2cccc(NC(=O)Nc3ccc(C(F)(F)F)cc3)c2O[C@@H]1CN(C)S(=O)(=O)c1ccccc1	-4.9	31	/	-32
17	O=C(NCC[C@@H]1CC[C@H](NS(=O)(=O)c2ccc(F)cc2)[C@@H](CO)O1)c1ccccc1F	0.5	/	0	-9
18	CO[C@H]1CN(C)C(=O)c2cc(NS(C)(=O)=O)ccc2OC[C@@H](C)N(C(=O)NC(C)C)C[C@H]1C	-0.2	4	2	15
19	C[C@@H]1CN([C@H](C)CO)C(=O)c2cccc(NC(=O)NC3CCCCC3)c2O[C@H]1CN(C)S(C)(=O)=O	0.9	/	1	-7
20	C[C@H](CO)N1C[C@H](C)[C@H](CN(C)S(=O)(=O)c2cn(C)cn2)OCCCC[C@H](C)Oc2ccc(NS(=O)(=O)c3cccs3)cc2C1=O	-0.7	46	0	-24
21	COc1ccc(NC(=O)Nc2ccc3c(c2)CC(=O)N([C@@H](C)CO)C[C@@H](C)[C@@H](CN(C)C(=O)Nc2cccc4ccccc24)O3)cc1	-1.3	32	-5	13
22	C[C@@H]1CN([C@@H](C)CO)C(=O)c2cccc(NC(=O)C3CCOCC3)c2O[C@H]1CN(C)S(=O)(=O)c1cccs1	-0.8	102	-4	14
23	CO[C@@H](CN(C)Cc1ccc(-c2ccccn2)cc1)[C@@H](C)CN(C(=O)Nc1ccc(F)cc1)[C@@H](C)CO	0.2	42	/	-33
24	CO[C@H]1CN(C)C(=O)c2ccc(NS(C)(=O)=O)cc2OC[C@H](C)N(Cc2cncnc2)C[C@H]1C	-1.0	0	/	9
25	COC(=O)C[C@@H]1CC[C@H]2[C@@H](COc3ccc(NC(=O)Nc4cccc(C#N)c4)cc3C(=O)N2C)O1	1.6	2	-4	-67
26	C[C@H]1CN([C@@H](C)CO)C(=O)c2cc(Br)cnc2O[C@H]1CN(C)Cc1ccc2c(c1)OCO2	-0.3	-67	-1	-19
27	O=C(Nc1ccc(F)cc1)N1CCCCN2[C@H](C1)[C@H](c1ccc(-c3cccc(F)c3)cc1)[C@@H]2CO	-1.1	116*	43	-2
28	C[C@@H]1CCCCO[C@@H](CN(C)Cc2ccncc2)[C@H](C)CN([C@H](C)CO)C(=O)c2cc(NC(=O)Nc3cccc4ccccc34)ccc2O1	-0.3	98*	-4	-48
29	Cc1noc(C)c1NC(=O)N(C)C[C@H]1Oc2ccc(NC(=O)CCCCCC(=O)Nc3ccccc3N)cc2C(=O)N([C@@H](C)CO)C[C@H]1C	-0.5	/	-5	26
30	C[C@H]1CN([C@@H](C)CO)C(=O)c2cc(C#CCC3CCCC3)cnc2O[C@@H]1CN(C)Cc1ccccn1	7.0	104*	-32	-56

Single records, as listed above. Values in the order: KDM4C inh | T cruzi growth | C diff growth | Pf Dd2 inh
CO[C@H]1CN(C)C(=O)c2ccc(NS(C)(=O)=O)cc2OC[C@H](C)N(Cc2cncnc2)C[C@H]1C is listed with -1.0 | 0 | / | 9
COc1ccc(NC(=O)Nc2ccc3c(c2)CC(=O)N([C@@H](C)CO)C[C@@H](C)[C@@H](CN(C)C(=O)Nc2cccc4ccccc24)O3)cc1 is listed with -1.3 | 32 | -5 | 13
C[C@H]1CN([C@@H](C)CO)C(=O)c2cc(Br)cnc2O[C@H]1CN(C)Cc1ccc2c(c1)OCO2 is listed with -0.3 | -67 | -1 | -19
C[C@@H]1CCCCO[C@@H](CN(C)Cc2ccncc2)[C@H](C)CN([C@H](C)CO)C(=O)c2cc(NC(=O)Nc3cccc4ccccc34)ccc2O1 is listed with -0.3 | 98* | -4 | -48
C[C@@H]1CN([C@H](C)CO)C(=O)c2cccc(NC(=O)NC3CCCCC3)c2O[C@H]1CN(C)S(C)(=O)=O is listed with 0.9 | / | 1 | -7

Later entries:
no.	structure	KDM4C inh	T cruzi growth	C diff growth	Pf Dd2 inh
31	CNC(=O)C[C@@H]1CC[C@@H]2[C@H](COc3ccc(NC(=O)Nc4ccc(F)cc4)cc3C(=O)N2C)O1	0.6	25	-6	-36
32	C[C@@H]1CN([C@H](C)CO)C(=O)c2cc(NC(=O)C3CCCCC3)ccc2O[C@@H]1CN(C)S(C)(=O)=O	0.3	-12	-2	20
33	COc1ccc(-c2ccc(C3[C@@H]4CN(C(=O)c5cnccn5)C[C@H]3N4)cc2)cc1 (stereo partly drawn)	7.1	/	-2	-59
34	COc1cccc(NC(=O)N(C)C[C@@H]2Oc3cc(C#CC4(O)CCCC4)ccc3S(=O)(=O)N([C@@H](C)CO)C[C@H]2C)c1	0.8	/	4	0
35	C[C@@H]1CN([C@H](C)CO)C(=O)c2cc(NC(=O)C3CCCCC3)ccc2O[C@@H](C)CCCCO[C@H]1CN(C)S(=O)(=O)c1cccs1	-0.7	13	-4	-3
36	COc1ccc(NC(=O)N(C)C[C@H]2Oc3c(NC(=O)c4cc(C)nn4C)cccc3C(=O)N([C@@H](C)CO)C[C@@H]2C)cc1	-0.1	-14	-2	2
37	COc1ccc(S(=O)(=O)N(C)C[C@H]2Oc3c(NC(=O)c4nc5ccccc5s4)cccc3C(=O)N([C@H](C)CO)C[C@H]2C)cc1	-0.8	17	-1	2
38	O=C(NCc1ccncn1)[C@@H]1[C@@H](CO)[C@@H]2Cn3c(cccc3=O)[C@H]1N2CC1CC1	1.4	54	1	/
39	CC(C)C#Cc1ccc2c(c1)O[C@H](CN(C)C(=O)CC1CC1)[C@@H](C)CN([C@H](C)CO)S2(=O)=O	-0.4	92	4	-38
40	CC=Cc1ccc2n(c1=O)C[C@@H]1[C@@H](CO)[C@H](C(=O)NC3CCC3)N(C(=O)C3CC3)[C@H]21 (mixture of isomers)	1.1	/	-4	47
41	C[C@@H]1CN([C@H](C)CO)C(=O)c2cc(C3=CCCCC3)cnc2O[C@H]1CN(C)Cc1cccc(F)c1	1.1	89	6	-24
42	COc1ccc2c3c(n(C)c2c1)[C@H](CO)N(C(=O)Cc1ccccn1)CC31CCN(CC2CCCC2)CC1	-0.4	/	1	-74
43	O=C(Nc1cccc(F)c1)N1C[C@@H]2[C@H](c3ccccc31)[C@H](CO)N2C(=O)Cc1ccccc1	-1.5	-19	6	-6
44	CNC(=O)C[C@H]1CC[C@H]2[C@@H](COC[C@@H](O)CN2S(=O)(=O)c2cccc(Cl)c2)O1	-8.0	-134	3&-3	12
45	Cc1noc(C)c1S(=O)(=O)N(C)C[C@H]1OCCCC[C@H](C)Oc2ccc(NC(=O)CCC(F)(F)F)cc2C(=O)N([C@H](C)CO)C[C@@H]1C	-2.2	29	7	-37
46	O=C(C[C@H]1C=C[C@H](NC(=O)c2ccc3c(c2)OCO3)[C@H](CO)O1)NCc1ccc(Cl)cc1	0.8	/	10	7
47	COc1ccc2c3c([nH]c2c1)[C@H](CO)N(C(=O)C1CCCC1)CC31CCN(C)CC1	0.3	/	0	-2
48	O=C(C[C@@H]1C[C@H]2c3cc(NC(=O)Nc4ccc(C(F)(F)F)cc4)ccc3O[C@H]2[C@@H](CO)O1)NC1CCCCC1	0.9	/	4	-8
49	O=C(NC1Cc2ccccc2C1)[C@H]1[C@H](CO)[C@H]2Cn3c(cccc3=O)[C@H]2N1C(=O)C1CC1	-1.1	55	-1	6
50	Cc1noc(C)c1S(=O)(=O)Nc1ccc2c(c1)CC(=O)N([C@H](C)CO)C[C@@H](C)[C@H](CN(C)C(=O)Nc1ccc3c(c1)OCO3)O2	0.5	-1	-3	12
51	C[C@H](CO)N1C[C@H](C)[C@H](CN(C)C(=O)C2CC2)Oc2cc(-c3ccncc3)ccc2S1(=O)=O	-2.0	67	2	0
52	CN1CCN(C(=O)C[C@@H]2CC[C@@H]3[C@H](COC[C@@H](O)CN3Cc3ccc4c(c3)OCO4)O2)CC1	15	-16	/	3
53	O=C(C[C@@H]1CC[C@H]2[C@@H](COC[C@@H](O)CN2C(=O)c2ccncc2)O1)Nc1ccc(-c2ccccc2)cc1	1.8	12	11	-13
54	O=C(C[C@@H]1C[C@@H]2c3cc(NC(=O)c4cccnc4)ccc3O[C@@H]2[C@@H](CO)O1)NCCN1CCCCC1	-4.5	9	/	22
55	O=C(c1cccc(F)c1)N1CCCCN2[C@H](C1)[C@H](c1ccc(-c3ccncc3)cc1)[C@@H]2CO	0.1	87	3	-1
56	Cc1ccc(S(=O)(=O)N(C)C[C@H]2Oc3c(NC(=O)Nc4ccc(C(F)(F)F)cc4)cccc3C(=O)N([C@@H](C)CO)C[C@H]2C)cc1	0.4	75	2	-71
57	CO[C@H]1CN(C)C(=O)c2cc(NC(=O)c3ccc(Oc4ccccc4)cc3)ccc2OC[C@@H](C)NC[C@@H]1C	-1.7	-35	-6	-90*
58	Cc1cc(C(=O)Nc2cccc3c2O[C@H](CN(C)S(C)(=O)=O)[C@H](C)CN([C@H](C)CO)C3=O)n(C)n1	-0.6	42	-1	-12
59	C[C@@H]1CN([C@H](C)CO)C(=O)Cc2cc(NC(=O)CCC(F)(F)F)ccc2O[C@@H]1CN(C)S(C)(=O)=O	0.0	13	-2	24
60	O=C(C[C@@H]1CC[C@H]2[C@@H](COC[C@@H](O)CN2S(=O)(=O)c2cccc(Cl)c2)O1)NCCCN1CCOCC1	2.5	/	12&-19	14
61	CN1CCN(C(=O)c2cc3c(c(-c4cccc(-c5ccc(C#N)cc5)c4)n2)[C@@H](CCO)N([S@](=O)C(C)(C)C)C3)CC1	0.7	37	/	22
62	COc1ccc(S(=O)(=O)Nc2ccc3c(c2)C(=O)N([C@H](C)CO)C[C@H](C)[C@H](CN(C)Cc2ccccc2)OCCCC[C@H](C)O3)cc1	1.8	94	6	-32
63	C[C@H]1CN([C@@H](C)CO)C(=O)c2cc(NS(=O)(=O)c3ccccc3)ccc2O[C@H]1CN(C)S(=O)(=O)c1cccs1	0.6	4	-47	-2
64	CNC(=O)C[C@H]1CC[C@@H]2[C@H](COC[C@H](O)CN2C(=O)Nc2cccc(OC)c2)O1	3.8	1	/	-1
65	C[C@H]1CN([C@@H](C)CO)C(=O)c2ccccc2-c2ccccc2CO[C@@H]1CN(C)Cc1ccccc1C(F)(F)F	-1.6	/	-8	-50
66	CC(C)NC(=O)N(C)C[C@H]1Oc2ncc(C3=CCCCC3)cc2C(=O)N([C@@H](C)CO)C[C@H]1C	-1.8	-48	4	5
67	CCCC(=O)Nc1ccc2c(c1)OC[C@@H](C)N(Cc1ccccn1)C[C@H](C)[C@@H](OC)CN(C)C2=O	2.2	36	-1	-9

A section of the results above:
no.	structure	KDM4C inh	T cruzi growth	C diff growth	Pf Dd2 inh
66	CC(C)NC(=O)N(C)C[C@H]1Oc2ncc(C3=CCCCC3)cc2C(=O)N([C@@H](C)CO)C[C@H]1C	-1.8	-48	4	5
67	CCCC(=O)Nc1ccc2c(c1)OC[C@@H](C)N(Cc1ccccn1)C[C@H](C)[C@@H](OC)CN(C)C2=O	2.2	36	-1	-9
